hIAP act: human IAP activators, primary screen, biochemical, luminescence, uHTS. activation factor at 10 µM. Intestinal-type alkaline phosphatase (Homo sapiens), P09923. 330,000 compounds, 0.16% hits. purified human IAP, CDP-Star luminescence, 30 min; active compounds read high; 1 = vehicle-only enzyme, 0 = enzyme-free background;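 active means activation factor of the enzyme at least 2-fold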; further: the source names both 10 and 20 µM as test concentration; values of inactives mirror those of a sister screen read the other way
PfG6PD inh: PfG6PD enzyme inhibitors, primary screen, biochemical, fluorescence intensity, uHTS; PfGluPho enzyme, NADPH resazurin-diaphorase fluorescence; 350,000 compounds, 0.78% hits; inhibition, % at 20 µM;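 active means inhibition reaching at least a set limit at 20 µM in the primary screen, cut at about 59% in these data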;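 further: 0% = DMSO wells with substrate and 100% = DMSO wells lacking glucose-6-phosphate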
ATG4B inh: ATG4B protease inhibitors, primary screen, biochemical, fluorescence, uHTS. Cysteine protease ATG4B (Homo sapiens), Q9Y4P1. ATG4B cleavage of LC3-PLA2, NBD-HPC fluorescence, 1 h. inhibition, % at 8.33 µM. 340,000 compounds, 0.51% hits; in the data active means inhibition above about 40%
mIAP inh: inhibitors of mouse IAP, primary screen, biochemical, luminescence, uHTS. intestinal alkaline phosphatase [Mus musculus]. purified mouse IAP, CDP-Star luminescence, 30 min. inhibition, % at 10 µM. 330,000 compounds, 0.2% hits;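 active means inhibition of at least 40% at 10 µM in the primary screen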;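 further: plate controls were DMSO with enzyme for no effect and no enzyme wells for full effect; values of inactives mirror those of a sister screen read the other way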
hIAP inh: human IAP inhibitors, primary screen, biochemical, luminescence, uHTS; Intestinal-type alkaline phosphatase (Homo sapiens), P09923; purified IAP, CDP-Star luminescence, 30 min; inhibition, % at 10 µM; 330,000 compounds, 0.12% hits; AID 2544, 2010;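 active means inhibition reaching a set limit with compound at 10 µM in the primary screen, cut at about 35% in these data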;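 further: plate controls were DMSO wells with enzyme for no effect and no-enzyme buffer wells for full effect; values of inactives mirror those of a sister screen read the other way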
mIAP activ: activators of mouse IAP, primary screen, biochemical, luminescence, uHTS | intestinal alkaline phosphatase [Mus musculus] | muIAP, CDP-Star luminescence, 30 min; active compounds read high; 1 = vehicle-only enzyme signal, 0 = enzyme-free wells | activation factor at 10 µM | 330,000 compounds, 0.24% hits | AID 2805, 2010;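 active means activation factor of at least 2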; further: the source names both 10 and 20 µM as test concentration; values of inactives mirror those of a sister screen read the other way
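System: Mouse IAP enzyme | Also added: CDP-Star substrate | Dosing: Compounds dispensed in DMSO | Schedule: 30 min enzyme-substrate-compound incubation at room temperature | Technique: Chemiluminescence readout | Control set: DMSO-only wells and no-enzyme negative control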
HKDC1 inh: HKDC1 hexokinase inhibitors, primary screen, biochemical, fluorescence, uHTS. Q2TB90. inhibition, % at 20 µM. 340,000 compounds, 0.16% hits. recombinant HKDC1, G6PDH/diaphorase resazurin coupled fluorescence;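 active means inhibition above about 35% when tested at 20 µM, limit read from the data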;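 further: plate controls were DMSO wells with enzyme for no effect and DMSO wells lacking enzyme for full effect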
Target sequence (Q2TB90 whole entry, looked up): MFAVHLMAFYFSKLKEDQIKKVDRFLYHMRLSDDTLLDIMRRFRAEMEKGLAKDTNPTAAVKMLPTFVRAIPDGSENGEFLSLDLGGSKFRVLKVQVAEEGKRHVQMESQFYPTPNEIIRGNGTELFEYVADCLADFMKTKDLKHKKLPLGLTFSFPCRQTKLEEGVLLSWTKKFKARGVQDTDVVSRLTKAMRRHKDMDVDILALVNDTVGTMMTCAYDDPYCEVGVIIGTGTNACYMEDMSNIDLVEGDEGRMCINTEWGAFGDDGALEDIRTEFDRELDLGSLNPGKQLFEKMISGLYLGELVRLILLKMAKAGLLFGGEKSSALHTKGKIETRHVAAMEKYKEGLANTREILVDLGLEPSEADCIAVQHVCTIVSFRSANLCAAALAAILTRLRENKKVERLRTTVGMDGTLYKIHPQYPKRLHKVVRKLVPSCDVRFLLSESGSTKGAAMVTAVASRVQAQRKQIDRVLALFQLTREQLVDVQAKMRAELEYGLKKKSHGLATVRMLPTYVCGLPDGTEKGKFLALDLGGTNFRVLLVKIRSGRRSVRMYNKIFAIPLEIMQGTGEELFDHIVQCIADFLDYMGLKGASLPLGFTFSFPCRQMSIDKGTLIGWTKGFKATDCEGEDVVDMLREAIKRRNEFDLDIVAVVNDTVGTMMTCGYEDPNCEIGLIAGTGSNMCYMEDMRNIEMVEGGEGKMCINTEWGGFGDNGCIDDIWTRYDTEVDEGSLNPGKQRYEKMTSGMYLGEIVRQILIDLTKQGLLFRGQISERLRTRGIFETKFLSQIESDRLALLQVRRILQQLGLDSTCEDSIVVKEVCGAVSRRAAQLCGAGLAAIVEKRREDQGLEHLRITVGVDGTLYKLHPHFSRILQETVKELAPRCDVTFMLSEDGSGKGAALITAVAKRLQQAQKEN
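Test system: HK5 enzyme. Quantity: 5 µg/mL HK5 final. Reagent: glucose and ATP substrates. Schedule: 90 min reaction incubation at room temperature, dark. Technique: resazurin-to-resorufin fluorescence via G6PDH and diaphorase coupling, 525/613 nm. Control set: DMSO wells with and without enzyme mix.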
A3A deaminase: APOBEC3A ssDNA deaminase inhibitors, primary screen, selectivity assay for APOBEC3G inhibitor project, biochemical, FAM/TAMRA oligo cleavage fluorescence; AID 493011, 2011; recombinant A3A, FAM/TAMRA ssDNA deamination fluorescence; DNA dC->dU-editing enzyme APOBEC-3A (Homo sapiens), P31941; inhibition, % at 20 µM; 330,000 compounds, 0.41% hits;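 active means at least 40% inhibition at 20 µM here, with at most 30% in a related deaminase screen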;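 further: plate controls were A3A with DMSO for no effect and wells lacking A3A enzyme for full effect; some results filed as inactive read as strong as hits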
Starred values were filed as active, the others as inactive.

no. | structure | mIAP inh | hIAP inh | A3A deaminase | mIAP activ | ATG4B inh | hIAP act | PfG6PD inh | HKDC1 inh
1 | CCN(CC(=O)NC1CCS(=O)(=O)C1)S(=O)(=O)c1c(C)c(C)cc(C)c1C (stereo not given) | 4 | 0 | 0 | 0.96 | 5 | 0.99 | -18 | 0
2 | C=CCNC(=S)NNC(=O)c1ccco1 | 10 | -37 | -3 | 0.9 | 0 | 1.4 | 12 | -6
3 | CC(C)C[C@H](NC(=O)c1nc[nH]c1C(=O)NC1CCN(C(=O)OC(C)(C)C)CC1)C(=O)OC(C)(C)C | 8 | -24 | 5 | 0.92 | -13 | 1.2 | 30 | 6
4 | Cc1ccc(Nc2nc3ccccc3c(=O)s2)cc1 | 8 | -5 | -3 | 0.92 | 4 | 1.1 | 12 | -5
5 | COc1ccc(CNC(=O)Nc2cccc3ccccc23)cc1 | -106 | 5 | -1 | 2.1* | 1 | 0.95 | 1 | -6
6 | O=C(Cc1ccc(Cl)cc1)NCCc1cnc[nH]1 | 4 | 1 | -4 | 0.96 | 18 | 0.99 | -16 | 0
7 | CCCn1nnnc1SCC(=O)N1CCCc2ccccc21 | 3 | 2 | -3 | 0.97 | -6 | 0.98 | 3 | -6
8 | O=C(N/N=C\c1ccc(F)cc1)c1ccc(Cn2cc(Br)c([N+](=O)[O-])n2)o1 | 14 | 2 | 3 | 0.86 | -7 | 0.98 | 26 | 11
9 | COC(=O)c1ccccc1NC(=O)CC#N | -10 | 9 | -5 | 1.1 | -1 | 0.91 | -9 | 2
10 | CCC(=O)Nc1ccc(-c2nnc(SCC(=O)NCC3CCCO3)n2C)cc1 (stereo not given) | -6 | -18 | 34 | 1.1 | -11 | 1.2 | 9 | -6
11 | O=C(Nc1ccccc1Cl)c1cc(S(=O)(=O)N2CCOCC2)cs1 | 5 | 0 | -5 | 0.95 | 18 | 1 | -17 | -2
12 | Cc1nc2sc(C(c3cccc(F)c3)N3CCCCC3)c(O)n2n1 (stereo not given) | -1 | -9 | -3 | 1 | -16 | 1.1 | -1 | 0
13 | Cc1nn(-c2ccccc2C(F)(F)F)c(=O)c2noc(C)c12 | -5 | -8 | -1 | 1 | 0 | 1.1 | -1 | -5
14 | O=C(O)c1ccc(N2C(=O)c3cccc(Oc4ccc(Cl)cc4)c3C2=O)cc1 | 3 | -16 | -5 | 0.97 | -11 | 1.2 | -17 | -12
15 | CNCCCOc1ccc2c(c1)CCC2 | -1 | 0 | 12 | 1 | 7 | 1 | -1 | -7
16 | CCN1CCN(C(c2cccs2)C(C)NS(=O)(=O)c2ccccc2)CC1 (stereo not given) | -1 | 19 | 2 | 1 | 2 | 0.81 | -18 | -1
17 | COc1ccccc1OCCn1c(=O)n(C)c2ccccc21 | -5 | -14 | 2 | 1.1 | 21 | 1.1 | -10 | -6
18 | O=C(Nc1cccc(Br)c1)c1ccccc1-c1ccccc1 | -8 | 7 | -3 | 1.1 | 14 | 0.93 | 17 | -1
19 | COc1cccc(/C=N/NC(=O)CCc2n[nH]c(=O)[nH]c2=O)c1O | -2 | -1 | 1 | 1 | 2 | 1 | -12 | -23
20 | CCN1C(=S)N[C@@H](CCc2ccccc2)C(C(=O)OC)=C1C | -6 | 12 | 4 | 1.1 | -6 | 0.88 | 11 | 0
21 | Cn1c2ccccc2c2cc(/C=N/NC(=O)c3cc(O)cc(O)c3)ccc21 | 27 | -14 | 55* | 0.73 | -16 | 1.1 | 42 | 6
22 | O=C(NCC1CC1)Nc1ccc(Cl)cc1 | -9 | -9 | 0 | 1.1 | -3 | 1.1 | 10 | -3
23 | CCOc1ccc(CN2CCN(Cc3cnc(N4CCOCC4)s3)CC2CCO)cc1 (stereo not given) | 1 | 1 | -2 | 0.99 | -3 | 0.99 | -7 | 0
24 | O=c1cc(Nc2ccc3c(c2)OCCO3)[nH]c(=O)n1Cc1ccc(F)cc1 | -10 | 3 | 1 | 1.1 | -4 | 0.97 | -12 | -1
25 | Cc1cccc(NC(=O)c2cc(Cl)nc3ccccc23)n1 | -1 | -18 | 0 | 1 | -5 | 1.2 | 12 | -3
26 | CCOC(=O)N1CCC(N2CCN(S(=O)(=O)c3ccc(NC(C)=O)cc3)CC2)CC1 | -10 | 10 | 3 | 1.1 | 12 | 0.9 | -13 | 1
27 | Cc1ccccc1NC(=O)C(C)n1c2ccccc2c2nc(=O)cc(C)n21 (stereo not given) | -16 | -10 | -3 | 1.2 | -6 | 1.1 | -7 | -4
28 | CCOc1ccc(N2CC(C(=O)Nc3cc(S(=O)(=O)N4CCCCC4)ccc3C)CC2=O)cc1 (stereo not given) | -23 | -3 | 0 | 1.2 | -11 | 1 | -5 | -3
29 | O=C(Nc1cccc(C(F)(F)F)c1)c1ccc2nc(-c3ccco3)c(-c3ccco3)nc2c1 | 22 | -9 | 37 | 0.78 | 47* | 1.1 | 41 | 34
30 | NC(=O)C1(N2CCCCC2)CCN(S(=O)(=O)c2ccc(Cl)s2)CC1 | 2 | -10 | -7 | 0.98 | 2 | 1.1 | -23 | 2
31 | Cc1ccc(SCCC(=O)N/N=C/c2ccncc2)cc1 | 4 | -8 | -2 | 0.96 | -9 | 1.1 | 28 | 4
32 | CNC[C@H]1Oc2c(NS(=O)(=O)c3ccc(F)cc3)cccc2C(=O)N([C@H](C)CO)C[C@@H]1C | 1 | -15 | 3 | 0.99 | -5 | 1.1 | 6 | 6
33 | O=C(Nc1ccc(Cc2ccc(NC(=O)C3CC3)cc2)cc1)C1CC1 | -1 | 2 | 2 | 1 | -6 | 0.98 | 9 | -8
34 | COc1ccc(/C=N/NC(=O)c2ccccc2O)cc1Cn1cc(Cl)cn1 | 10 | 3 | -3 | 0.9 | -3 | 0.97 | -15 | -1
35 | CCOC(=O)N1CCN(S(=O)(=O)c2ccc(C(=O)Nc3nnc(C4CC4)o3)cc2)CC1 | -1 | -18 | 2 | 1 | -4 | 1.2 | -36 | 10
36 | CCCn1cc(S(=O)(=O)c2ccccc2)c(=O)c2cc(CC)ccc21 | -6 | 27 | 6 | 1.1 | 6 | 0.73 | -8 | -6
37 | Cc1noc(NS(=O)(=O)c2ccc(NC(=O)c3ccc(OC(C)C)cc3)cc2)c1C | 3 | 5 | -2 | 0.97 | -6 | 0.95 | -6 | -4
38 | CCn1c(SCC(=O)Nc2nc3ccc(C)cc3s2)nc2c(c1=O)SC(C)C2 (stereo not given) | 9 | 15 | -4 | 0.91 | -12 | 0.85 | -12 | 2
39 | CCn1c(C)[n+](CC)c2ccc(S(=O)(=O)NC)cc21 | 0 | -5 | 76* | 1 | -10 | 1 | 9 | -4
40 | O=c1c2cc(NC(=S)NC3CCCCC3)ccc2nc2n1CCCCC2 | -57 | -22 | -5 | 1.6 | 12 | 1.2 | -6 | -1
41 | COc1ccc(C(=O)OCC(=O)NCC2CCCCC2)cc1F | 8 | -4 | -3 | 0.92 | -2 | 1 | -9 | -9
42 | Cc1ccc(C(C)NC(=S)NCc2ccc(F)cc2)c(C)c1 (stereo not given) | -114 | -36 | -2 | 2.1* | 44* | 1.4 | 15 | 11
43 | O=[N+]([O-])c1ccc(Cl)cc1CN1CCCCCC1 | 4 | -1 | -5 | 0.96 | 2 | 1 | 2 | -2
44 | O=S(=O)(c1cccc(Cl)c1)N1CCSc2ccccc21 | -7 | 2 | -2 | 1.1 | 8 | 0.98 | 28 | 6
45 | O=C(Oc1ccccc1[N+](=O)[O-])c1cccnc1 | 6 | -38 | -5 | 0.94 | -4 | 1.4 | -4 | 2
46 | c1ccc(N2CCCCC2)c(NC2=NCCC2)c1 | -8 | -9 | 6 | 1.1 | 4 | 1.1 | -25 | -6
47 | COc1ccccc1-c1noc(CCCC(=O)N2CCOCC2)n1 | -1 | -12 | 1 | 1 | 1 | 1.1 | -1 | -8
48 | COc1ccc(/C=C/C(=O)c2c(O)ccc3c(C)cc(=O)oc23)cc1 | 8 | 1 | -2 | 0.92 | 10 | 0.99 | 5 | 5
49 | O=C(COC(=O)/C=C/c1ccccc1)Nc1cccc(Oc2ccccc2)c1 | 9 | -9 | -4 | 0.91 | 3 | 1.1 | 3 | -8
50 | CC(C)(C)c1ccc(NC(=O)CSc2n[nH]c(=O)n2C2CC2)cc1 | -2 | 4 | -4 | 1 | -4 | 0.96 | -7 | -3
51 | C/C(=N\Nc1ccccn1)c1ccc(OC(F)F)cc1 | -7 | 10 | -1 | 1.1 | -1 | 0.9 | 20 | -6
52 | COc1ccccc1NC(CC(=O)c1ccccc1)C(=O)OCC(=O)c1ccc(C)cc1 (stereo not given) | 18 | 7 | -1 | 0.82 | 5 | 0.93 | 6 | -3
53 | CCOC(=O)C(Cc1ccccc1)C(=O)NCc1ccccc1 (stereo not given) | 5 | -21 | -3 | 0.95 | 3 | 1.2 | -5 | -1
54 | O=[N+]([O-])c1ccc(Sc2ccccn2)nc1 | 1 | -3 | -2 | 0.99 | -4 | 1 | -5 | -4
55 | CSc1nc2ccc(S(=O)(=O)N3CCCC3)cc2s1 | 0 | -13 | -8 | 1 | 3 | 1.1 | -5 | -9
56 | COc1ccc(NS(=O)(=O)c2ccc(C)c(NC(=O)CN3C(=O)NC4(CCCC4)C3=O)c2)cc1 | -14 | 12 | -11 | 1.1 | -3 | 0.88 | 8 | -12
57 | COC(=O)c1cnn2c3c(c(C)nc12)CCCC3 | 5 | 19 | -1 | 0.95 | 4 | 0.81 | -4 | -9
58 | O=C(O)CSc1nc2ccc(C(=O)c3ccccc3)cc2[nH]1 | 3 | -5 | 0 | 0.97 | -1 | 1.1 | -18 | -4
59 | O=C(c1ccc(S(=O)(=O)c2ccccc2Cl)c([N+](=O)[O-])c1)N1CCCCCC1 | 5 | -11 | -2 | 0.95 | 9 | 1.1 | 5 | 9
60 | CCCOc1ccc(-c2c(C(=O)N/N=C/c3ccccc3OCC)nnn2-c2nonc2N)cc1 | -4 | -2 | 7 | 1 | 7 | 1 | 4 | 3
61 | CCN1CCN(C(C)C(=O)Nc2c(C)n(C)n(-c3ccccc3)c2=O)CC1 (stereo not given) | 8 | 20 | -2 | 0.92 | -7 | 0.8 | -12 | -4

Complete entries as entered above. Values in the order: mIAP inh, hIAP inh, A3A deaminase, mIAP activ, ATG4B inh, hIAP act, PfG6PD inh, HKDC1 inh
`Cc1nn(-c2ccccc2C(F)(F)F)c(=O)c2noc(C)c12` as listed: -5, -8, -1, 1, 0, 1.1, -1, -5
`O=[N+]([O-])c1ccc(Cl)cc1CN1CCCCCC1` as listed: 4, -1, -5, 0.96, 2, 1, 2, -2
`CCOc1ccc(CN2CCN(Cc3cnc(N4CCOCC4)s3)CC2CCO)cc1` (stereo not given) as listed: 1, 1, -2, 0.99, -3, 0.99, -7, 0
`CCOC(=O)N1CCN(S(=O)(=O)c2ccc(C(=O)Nc3nnc(C4CC4)o3)cc2)CC1` as listed: -1, -18, 2, 1, -4, 1.2, -36, 10

Screens from PubChem.
